# High-throughput results (PubChem)
# TTR transcr act = increases transthyretin transcription. SH-SY5Y TTR promoter Gaussia luciferase, luminescence; 100% = recombinant luciferase protein wells. activation, % at 16.7 µM. hit rate 1.3% among 92,000. AID 1117267;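 active = activation above the mean of all tested compounds plus 3 SD, cut at about 9.5% in these data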;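 also: cells exposed to compounds for one day before reading; 0% = median of all test compound wells on the plate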
# Numbers without * were called inactive.
TTR transcr act	Molecule
1.8	Cc1c(NC(=S)NC(=O)c2ccc(Br)o2)c(=O)n(-c2ccccc2)n1C
-1.8	COC(=O)C(CC(C)C)NC(=O)/C=C/c1ccccc1Cl (stereo not drawn)
-1.2	CC(C)(C)C(=O)/C=C/Nc1ccccc1O
14.9*	CNC[C@H]1Oc2ccc(NC(=O)Cc3cn(C)c4ccccc34)cc2CC(=O)N([C@@H](C)CO)C[C@H]1C
1.4	CC(NC(=O)COC(=O)c1cc(S(=O)(=O)N2CCOCC2)ccc1F)c1ccccc1 (stereo not drawn)
-1.3	CCOc1[nH]n(-c2ccc(Cl)cc2)c(=O)c1C=NCC(=O)OC
2.8	O=C(NCCc1c[nH]c2ccccc12)C(=O)NCC1CCCO1 (stereo not drawn)
4.1	COc1ccc(NC(=O)c2oc3ccccc3c2NC(=O)c2ccco2)c(OC)c1
-0.1	O=C(NNS(=O)(=O)c1ccc(F)cc1)c1cnn(-c2ccccc2)c1C(F)(F)F
-1.8	CCN(CC)C(=O)[C@H]1C[C@H](CC(=O)NCc2ccc(OC)c(OC)c2)C(=O)N2CCc3c([nH]c4cc(-c5ccco5)ccc34)[C@]12C
0.4	CC1CCCCN1S(=O)(=O)CCNC(=O)c1ccccc1 (stereo not drawn)
-2.2	COc1c(C)cc(S(=O)(=O)N2CCOCC2)c(C)c1C
0.4	COc1ccccc1OCCC(=O)NCc1ccc2c(c1)OCO2
-2.6	CC(C)(C)n1c(=O)[nH]c2c(c1=O)CCC2
0.4	O=C(NCc1cccnc1)c1cccc(S(=O)(=O)N2CCOCC2)c1
0.6	CCCCOc1cccc(-c2cc(C(=O)NNC(=S)NCC)c3ccccc3n2)c1
1.0	O=c1[nH][nH]c(-c2ccccc2)c1C=Nc1ccc(OC(F)(F)F)cc1
0.1	Cc1cccc(C)c1NC(=O)C1(C)CCC(=O)N1CCc1c[nH]c2ccccc12 (stereo not drawn)
0.8	Cc1cc(Cl)ccc1C(=O)C1CCCN(C(=O)c2cnsn2)C1 (stereo not drawn)
-1.1	O=C(N/N=C/c1cccnc1)C1CCCCC1
3.8	Cc1ccccc1Nc1sc(C(=O)Nc2cccc(Cl)c2)c(N)c1C(N)=O
2.7	COc1ccc(NC(=O)CCN2CCN(S(=O)(=O)c3ccc(Cl)cc3)CC2)cc1
-0.7	COc1ccc(C2=NOC(C(=O)Nc3c(C)n(C)n(-c4ccccc4)c3=O)C2)cc1 (stereo not drawn)
-0.9	NS(=O)(=O)c1ccc(-c2ccc(/C=N/Nc3ccc(C(=O)O)cc3)o2)cc1
-3.4	COc1c(C(CC(C)C)OC(C)=O)ccc2c1C(=O)OCc1cc(C)cc(O)c1O2 (stereo not drawn)
-0.4	CCOc1ccc(CCNC(=O)COC(=O)c2c(C)nn(-c3ccccc3)c2C)cc1OCC
3.9	CC(C)CCOc1ccc(/C=N/N2C(=O)CSC2=S)cc1
-1.4	CN(Cc1c(F)cccc1Cl)C(=O)CCc1c[nH]c2ccccc12
0.1	Cc1ccc(S(=O)(=O)N2CCN(C(=O)c3ccc4ccccc4n3)CC2)c(C)c1
0.6	Cc1ccc(C(C)C)c(OCCn2ccnc2C)c1
2.0	S=C1NCN(Cc2ccco2)CN1c1cccc2ccccc12
-0.8	CC(=O)NC(Cc1ccc(F)cc1)C(=O)NC1CCN(C(=O)Nc2ccccc2C)CC1 (stereo not drawn)
0.0	COCCNC(=O)C1CC2Cn3c(nc4cc(C)c(C)cc43)C2N1C (stereo not drawn)
-2.1	COc1cccc(-c2cc(NC=O)c3ncc(-c4ccc(OC)c(OC)c4)n3c2)c1
-1.4	CC(C)CCNC(=O)C(=O)NC1CCCC1
-0.4	Cc1ccc(C)c(NC2CCCCC2NS(=O)(=O)c2ccccc2)c1 (stereo not drawn)
-0.3	CCO[C@@H]1OC(C(=O)NC2CC2)=C[C@H](c2coc3ccccc3c2=O)[C@H]1CCCO
-0.5	CCCC(=O)c1c(NCCO)cc(C)oc1=O
0.7	CCCN(c1ccc(OCC)cc1)S(=O)(=O)c1ccc2c(c1)NC(=O)CO2
1.4	Cc1ncc([N+](=O)[O-])n1CC(=O)NC1CCCC1
2.6	Cn1ncc([N+](=O)[O-])c1C(=O)N/N=C/c1c[nH]c2ccccc12
5.2	Cc1ccc(S(=O)(=O)N2CCN(C(=O)c3ccccc3)CC2)c(C)c1NS(C)(=O)=O
-1.1	CCOc1ccc(-n2c(=O)c3c4c(sc3n(CC(=O)NCCCOC)c2=O)CCCCC4)cc1
-2.3	CN1CCN(CCCNC(=O)c2ccc(/C=C3\Sc4ccccc4N(Cc4ccccc4F)C3=O)cc2)CC1
0.2	O=C1C=C(O)C(n2cncn2)C(c2cc(F)ccc2F)C1 (stereo not drawn)
-0.6	O=[N+]([O-])c1ccccc1CSc1ccccn1
-2.9	CCN(c1ccccc1)S(=O)(=O)c1ccc2[nH]cc(C(=O)N3CCOCC3)c(=O)c2c1
-0.4	Nc1ccn([C@@H]2O[C@H](C(=O)Nc3ccc(C(=O)N4CCCCC4)cc3)[C@@H](O)[C@H]2O)c(=O)n1
0.9	CCCCC(=O)Nc1ccc(Br)cn1
-0.7	O=C(COC(=O)c1ccc([N+](=O)[O-])o1)NC1CCCC1

# The results go on:
TTR transcr act	Molecule
5.3	CCOCCCNC(=S)NCCNc1nc2ccc(C)cc2cc1C#N
2.0	O=S(=O)(Nc1ccc(-c2ccc3nncn3n2)cc1)c1ccc(Cl)s1
-2.9	Nc1nc(-c2ccccc2)cc(C(F)(F)F)n1
0.8	COc1cc(NC(=S)Nc2ccc3c(c2)OCCO3)cc(OC)c1OC
-1.2	CC(C)(CNC(=O)c1cccc(NS(=O)(=O)c2ccc(Br)cc2)c1)N1CCOCC1
-1.4	CN1CCCC1=Nc1ccccc1
-1.0	O=C1CN(C(=O)c2cc3ccccc3oc2=O)C(c2ccc(F)cc2)c2cc(Br)ccc2N1 (stereo not drawn)
-3.3	Oc1c(C(c2ccc(Cl)cc2)N2CCCC2)cc(Cl)c2cccnc12 (stereo not drawn)
-2.8	COc1ccc(/C=N/N2CCN(Cc3ccccc3)CC2)cc1
-1.0	CC(=O)OC(C(=O)NC1CCCCC1)c1ccccc1F (stereo not drawn)
0.4	c1ccc(CN2CCC3(CC2)Nc2ccccc2CO3)cc1
1.0	COC(=O)[C@]12C[C@H](CC(=O)N3CCN(C(=O)c4ccco4)CC3)C(=O)N(Cc3cccc4ccccc34)C1=C[C@H](C(C)C)O[C@@H]2C1CC1
-0.7	Cc1cc(C)cc(NC(=O)CC23CC4CC(C2)CC(n2nnc(C)n2)(C4)C3)c1
-3.3	O=C(CNc1cccc(S(=O)(=O)N2CCCCC2)c1)Nc1ccc(C(F)(F)F)cc1
-4.2	CSc1ncccc1C(=O)NCc1ccc(C)cc1
0.8	CC1CCN(c2ccc3nnc(CCC(=O)N4CCN(c5ccc(F)cc5)CC4)n3n2)CC1
-1.4	CCCCc1ccc(-c2csc(/C(C#N)=C/c3ccc(C)o3)n2)cc1
-1.7	COC(=O)c1ccc(C(=O)OC)c(NC(=O)C(C)C)c1
1.6	CCc1nnc(NS(=O)(=O)c2ccc(NC(=O)c3cc4ccccc4oc3=O)cc2)s1
0.6	C/C=C/c1cccc(-c2nc(C(=O)N3CCOCC3)cc3c2[C@@H](CCO)N(C(=O)NC(C)C)C3)c1
0.6	CSCCC1COC(c2cccs2)=N1 (stereo not drawn)
1.1	COc1ccc2[nH]c3c(=O)n(Cc4ccco4)cnc3c2c1
0.7	CC(C)Oc1ccc(C2CNC(=O)C2)cc1 (stereo not drawn)
-2.5	O=C(Nc1cccc(Cl)c1)N1CCN(c2ncccn2)CC1
0.3	CCc1ccc(NS(=O)(=O)c2c(C)noc2C)cc1
-4.2	CN1C[C@@H]2C(c3ccc(C(F)(F)F)cc3)C3(c4ccc(C#N)cc4)CC2(C3)[C@H]1c1ccccc1 (stereo partly drawn)
-0.5	Cc1ccc(NC(=O)c2ncn(CC(=O)NCc3ccccc3)n2)cc1C
-1.4	CCn1cnc2scc(-c3ccc(C)c(C)c3)c2c1=O
0.8	C[C@H]1[C@@H](Cc2cc(Cl)cc(Cl)c2)N(c2ccccc2)c2ccccc2CN1Cc1ccccc1
17.0*	CCN(CC(=O)Nc1ccc(NC(C)=O)cc1)C(=O)c1c(-c2c(F)cccc2Cl)noc1C

# 16 of these compounds in another layout.
molecule	TTR transcr act
CSc1ncccc1C(=O)NCc1ccc(C)cc1	-4.2
CC1CCN(c2ccc3nnc(CCC(=O)N4CCN(c5ccc(F)cc5)CC4)n3n2)CC1	0.8
CCCCc1ccc(-c2csc(/C(C#N)=C/c3ccc(C)o3)n2)cc1	-1.4
COC(=O)c1ccc(C(=O)OC)c(NC(=O)C(C)C)c1	-1.7
CCc1nnc(NS(=O)(=O)c2ccc(NC(=O)c3cc4ccccc4oc3=O)cc2)s1	1.6
C/C=C/c1cccc(-c2nc(C(=O)N3CCOCC3)cc3c2[C@@H](CCO)N(C(=O)NC(C)C)C3)c1	0.6
CSCCC1COC(c2cccs2)=N1 (stereo not drawn)	0.6
COc1ccc2[nH]c3c(=O)n(Cc4ccco4)cnc3c2c1	1.1
CC(C)Oc1ccc(C2CNC(=O)C2)cc1 (stereo not drawn)	0.7
O=C(Nc1cccc(Cl)c1)N1CCN(c2ncccn2)CC1	-2.5
CCc1ccc(NS(=O)(=O)c2c(C)noc2C)cc1	0.3
CN1C[C@@H]2C(c3ccc(C(F)(F)F)cc3)C3(c4ccc(C#N)cc4)CC2(C3)[C@H]1c1ccccc1 (stereo partly drawn)	-4.2
Cc1ccc(NC(=O)c2ncn(CC(=O)NCc3ccccc3)n2)cc1C	-0.5
CCn1cnc2scc(-c3ccc(C)c(C)c3)c2c1=O	-1.4
C[C@H]1[C@@H](Cc2cc(Cl)cc(Cl)c2)N(c2ccccc2)c2ccccc2CN1Cc1ccccc1	0.8
CCN(CC(=O)Nc1ccc(NC(C)=O)cc1)C(=O)c1c(-c2c(F)cccc2Cl)noc1C	17.0*

# (continued)
TTR transcr act	Molecule
1.9	Fc1ccc(-c2cn(-c3ccccc3)c3[n+]2CCS3)cc1
-0.9	Cc1ccccc1CC1(CO)CCCN(Cc2c(C)nn(C)c2Cl)C1 (stereo not drawn)
1.0	CCCn1cnc2sc(C(N)=O)c(C)c2c1=O
-1.7	CCc1c(C)c(C#N)c2nc3ccccc3n2c1-n1nc(C)cc1C
0.0	O=C(Nc1nnc(SCc2ccc(F)cc2)s1)C1CC(=O)N(c2ccc3c(c2)OCCO3)C1 (stereo not drawn)
-1.0	O=C(Nc1nnc(-c2cccs2)o1)C1CC1
-0.5	CC(C)CNc1cc(N2CCCC2)ccc1[N+](=O)[O-]
1.3	CC1(/[N+]([O-])=C/c2ccc(Cl)cc2Cl)CCCCC1=O (stereo not drawn)
-0.5	Cc1cc(C)c(S(=O)(=O)n2cnc3ccccc32)c(C)c1
-1.6	Cc1c(Cl)cccc1NC(=O)Cc1ccc([N+](=O)[O-])cc1
0.5	C=CCNC(=O)CSc1nnc(-c2ccccn2)n1Cc1ccccc1
5.5	Cc1cc(-c2nnc(-c3cccc(Cl)c3)o2)no1
13.3*	C[C@H](CO)N1C[C@H](C)[C@H](CN(C)Cc2ccc(Oc3ccccc3)cc2)Oc2cc(Br)ccc2S1(=O)=O
-0.1	CCc1cccc2c(C(=O)CSc3nnc(-c4ccoc4C)n3C)c[nH]c12
6.0	CCC(Sc1ncccc1C(=O)OC(C)C)C(=O)N1CCOCC1 (stereo not drawn)
-0.1	CC(C)c1ccc(CN2C(=O)NC3(CCCCCC3)C2=O)cc1
2.4	Cn1c(SCC(=O)NC(=O)Nc2ccccc2)nnc1-c1ccncc1
-1.2	O=C(Cc1ccccc1)Nc1ccc(NC(=O)c2ccc(Br)cc2)cc1
1.4	C[C@H]1[C@H](N(Cc2cccs2)Cc2cccs2)CC[C@@]23CCCN2C(=O)CCC[C@@H]13
-1.7	CN(C)/C=C/C1=C([N+](=O)[O-])C(c2cccc([N+](=O)[O-])c2)NC(=O)N1 (stereo not drawn)
-0.7	Cc1ccc(NC(=O)C2CC(=O)N/C(=N/N=C/c3ccco3)S2)cc1 (stereo not drawn)
-1.7	COc1ccc(C2=CC(c3cccc(OC)c3)n3nnnc3N2)cc1 (stereo not drawn)
-1.4	COc1ccc(NC(=O)CCCNC(=O)Cn2cnc3sc(C)c(C)c3c2=O)cc1Cl
-0.6	O=C(CSc1ccc2nnc(-c3ccccn3)n2n1)NCc1ccc2c(c1)OCO2
-0.9	CC(C)CN(CC(C)C)c1nnc(NC(=O)Cn2c(=O)oc3ccccc32)s1
0.3	CCOc1ccc(CCNC(=O)c2ccc3[nH]ccc3c2)cc1OCC
-1.3	Cc1cc(C)c2ccc(=O)n(CC(=O)N/N=C/c3ccccc3Cl)c2n1
-0.7	O=C(COc1ccccc1)Nc1ccc(Cl)cn1
0.0	O=c1[nH]c2cc(Cl)c(Cl)cc2o1
-2.8	Cc1ccc(C)c(-c2ccc(=O)n(Cc3c(F)cccc3Cl)n2)c1
-2.4	CC1CCN(C(=O)COC(=O)c2cccc(NS(=O)(=O)c3ccccc3)c2)CC1
-1.8	NC(=O)C1CCN(C(=O)c2cnn(-c3ccccc3)c2NC(=O)c2ccco2)CC1
-1.7	O=C(C1CCCCC1)N1CCCC(c2nc(-c3ccc(F)cc3)no2)C1 (stereo not drawn)
-3.9	CS(=O)(=O)c1ccc(-c2sc3cc4c(cc3c2C(=O)NN2CCOCC2)OCO4)cc1
-1.1	COc1cc(CN2CCC(CO)(CCOc3ccccc3)CC2)cc(OC)c1
0.8	Nc1nc(F)cc(NCc2ccccc2)n1
-4.2	CCCOC(=O)Oc1ccc2c(=O)c(Oc3cc(C)cc(C)c3)coc2c1
0.0	N#CCCN(Cc1ccccc1)C(C(=O)NC1CCCCC1)c1cc2ccccc2o1 (stereo not drawn)
-2.9	C=CCOC(=O)C1=C[C@H](c2ccc(Br)cc2)C[C@H](OCc2ccc(CO)cc2)O1
5.4	Cc1ccccc1CN1CCCCC(NC(=O)Nc2ccccc2)C1=O (stereo not drawn)
3.1	O=C1CN(C(=O)COC(=O)c2ccc(Cl)cc2)c2ccccc2N1
0.9	COc1ccc(CNC(=O)c2[nH]c(C)c(C(C)=O)c2C)cc1

# This is a subset; count on the stated rates, not on these rows.
